Source: PubChem
Platelet DG rel – platelet dense granule release activity. inhibition, %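 (compounds screened at 7.5 µM in platelet-rich plasma)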. AID 1663. human platelet-rich plasma, SFLLRN dense granule ATP release, luminescence. 300,000 compounds, 0.22% hits;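 active = mean replicate score, as percent of positive control, at or above 50; inconclusive = mean below 50 but at least one replicate at or above 50; inactive = mean and every replicate below 50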
HSP90 inh – HSP90 refolding inhibition in rabbit reticulocyte lysate. luciferase refolding luminescence, 3 h. inhibition, % at 5.6 µM. 290,000 compounds, 0.91% hits;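 active = inhibition above the screen-wide mean plus 3 SD, computed separately per campaign, cut at about 16% in these data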;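 note: 0% = DMSO wells and 100% = 60 µM geldanamycin wells; inhibitors lower the luminescence because luciferase stays unfolded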
KLF5 inhibitor – inhibitors of KLF5 expression; DLD-1 KLF5 promoter-luciferase reporter, luminescence; AID 1700; inhibition, % at 5 µM; 290,000 compounds, 0.23% hits;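 active = inhibition above a per-plate limit of that plate's mean compound inhibition plus 3 SD, cut at about 60% in these data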;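 note: 0% = DMSO wells and 100% = LY294002 at 200 µM; higher means less KLF5 promoter-driven luciferase light; inactives centre near -14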
DYRK1A inh – blocks rat Dyrk1A kinase activity; Q63470; ADP-Glo luminescence, NFATc1 peptide; inhibition, % at 12.5 µM; 310,000 compounds, 0.43% hits; in the data active = inhibition above about 50%;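 note: plate controls were vehicle with enzyme for no effect and no enzyme for full effect; many of its hits are not listed in these tables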
HSF-1 act – increases HSF-1 driven luciferase reporter signal; NIH3T3-HGL HSF-1 luciferase reporter, MG132, 8 h; 100% = twice DMSO control signal; activation, % at 9 µM; 300,000 compounds, 1.7% hits; AID 504408;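 active = mean replicate activation of at least 50% with a set share of replicates each reaching 50%; inconclusive = only one of those two conditions met; inactive = mean below 50% and too few replicates reaching it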;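 note: 0% = median of the neutral control wells and 100% = twice that signal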
GSK3beta inhib – blocks human GSK3beta kinase activity. P49841. GST-GSK3beta kinase, ADP-Glo luminescence, 60 min; stronger effect = lower value. activity score (negative = inhibition), % at 10 µM. 300,000 compounds, 0.038% hits. AID 2097;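 active = more than half of replicate wells score below -50%, meaning over 50% inhibition versus plate controls; inconclusive = some replicates but at most half score below -50%; inactive = no replicate scores below -50%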;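 note: 0% = median DMSO wells and -100% = median GW8510 positive control wells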
Target sequence (P49841 whole entry, looked up): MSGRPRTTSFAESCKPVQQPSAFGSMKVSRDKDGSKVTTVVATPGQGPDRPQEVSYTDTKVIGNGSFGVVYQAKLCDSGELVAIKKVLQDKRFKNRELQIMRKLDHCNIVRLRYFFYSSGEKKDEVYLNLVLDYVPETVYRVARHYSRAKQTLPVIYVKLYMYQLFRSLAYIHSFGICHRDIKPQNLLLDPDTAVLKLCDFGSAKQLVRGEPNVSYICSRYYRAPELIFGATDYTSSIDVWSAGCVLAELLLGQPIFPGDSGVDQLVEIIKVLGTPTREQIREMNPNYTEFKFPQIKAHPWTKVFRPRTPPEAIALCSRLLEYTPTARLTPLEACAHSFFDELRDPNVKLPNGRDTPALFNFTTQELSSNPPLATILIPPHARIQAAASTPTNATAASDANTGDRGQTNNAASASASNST
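Test system – GST-tagged human GSK3beta kinase, cell-free · Incubation – 60 min enzyme reaction, room temperature · Signal – ADP-Glo luminescence · Also added – peptide substrate and ATP at 25 µM · Controls – DMSO neutral wells and GW8510 at 20 µM as positive · Buffer or medium – Tris/MgCl2 kinase buffer · Measure – Luminescence-derived activity versus plate DMSO and GW8510 wells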
IEC-6 cytotox – counter-screen for KLF5 inhibitors: cytotoxicity in IEC-6 cells; IEC-6 cytotoxicity, luminescence viability; 290,000 compounds, 0.78% hits; AID 1825; inhibition, % at 5 µM; in the data active = inhibition above about 22%;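 note: 0% = plate median of test compound wells and 100% = cytotoxic reference compound wells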
GSK3A inh – inhibitors of human GSK-3 alpha kinase | 320,000 compounds, 0.1% hits | inhibition, % at 10 µM | ADP-Glo luminescence, 60 min;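 in the data active = inhibition above about 50%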;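 note: GST-tagged GSK-3 alpha with peptide substrate and 25 µM ATP; 0% = DMSO neutral wells and 100% = GW8510 positive control wells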
Target sequence (P49840 whole entry, looked up): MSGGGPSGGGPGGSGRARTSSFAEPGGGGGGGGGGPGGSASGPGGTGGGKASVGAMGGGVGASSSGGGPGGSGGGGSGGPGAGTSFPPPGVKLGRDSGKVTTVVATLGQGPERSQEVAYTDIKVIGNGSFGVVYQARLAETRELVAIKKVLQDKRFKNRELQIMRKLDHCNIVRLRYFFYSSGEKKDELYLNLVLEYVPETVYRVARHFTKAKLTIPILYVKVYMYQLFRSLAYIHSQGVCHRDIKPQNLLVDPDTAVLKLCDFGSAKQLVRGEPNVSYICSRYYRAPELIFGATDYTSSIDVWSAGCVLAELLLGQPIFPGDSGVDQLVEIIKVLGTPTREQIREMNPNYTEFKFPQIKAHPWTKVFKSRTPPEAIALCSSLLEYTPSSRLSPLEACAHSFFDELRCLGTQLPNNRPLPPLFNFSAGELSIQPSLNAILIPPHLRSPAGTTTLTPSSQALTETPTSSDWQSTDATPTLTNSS
HSF1 inh – HSF1 inhibition; activity change, negative = inhibition, % at 7.5 µM (by protocol); NIH3T3-HGL HSE-luciferase, MG132-induced, luminescence 8 h; stronger effect = lower value; AID 2098; 300,000 compounds, 0.77% hits;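 active = more than half of replicate wells show activity change below -50%, luminescence cut by over half; inconclusive = some wells, but at most half, below -50%; inactive = no replicate well below -50%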;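 note: luciferase reports HSF-1 transcriptional activity via heat shock element; 0% = median of DMSO wells and -100% = zero luminescence signal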
aSyn UTR inh – MLPCN primary screen, SNCA 5' untranslated region. alpha-synuclein 5'UTR reporter, inhibitor activity. inhibition, % (tested at 7.5 µM). 300,000 compounds, 0.82% hits. AID 1813; in the data active = inhibition above about 60%; inconclusive = no clear call, values can overlap the other calls;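 note: H4 neuroglioblastoma cells stably carrying SNCA 5'UTR luciferase fusion; 0% = DMSO wells and 100% = positive control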
* = called active by the depositor; ? = inconclusive; . = not tested or not shown.

SMILES	Platelet DG rel	HSP90 inh	KLF5 inhibitor	DYRK1A inh	HSF-1 act	GSK3beta inhib	IEC-6 cytotox	GSK3A inh	HSF1 inh	aSyn UTR inh
CC(C)Cn1c(N)c(C(=O)COC(=O)c2ccncc2)c(=O)n(C)c1=O	3	6	16	14	-6	0	0	0	-8	5
CC(=O)c1c(C)[nH]c(C(=O)CN2C(=O)NC(C)(C)C2=O)c1C	2	.	.	-4	-22	1	.	-3	0	-5
CC(C)(C)c1ccc(/C=N/OCC(=O)NCc2ccccc2)cc1	5	6	-17	-3	5	1	-4	8	11	8
O=C(CN1CCN(C(=O)C2CCCO2)CC1)Nc1ccc(Cl)c(Cl)c1 (stereo not drawn)	13	-1	-31	1	-12	2	-12	-1	-8	-5
Cc1cc(C)cc(NC(=S)Nc2cccc3cnccc23)c1	.	1	10	32	.	.	-1	.	.	.
Fc1ccccc1OCC1CCCN(Cc2nc(CC3CC3)no2)C1 (stereo not drawn)	-2	-9	-26	2	8	-1	-2	0	4	-22
Cc1ccc(N(Cc2ccccc2)C(=O)c2cc(S(=O)(=O)N3CCOCC3)ccc2C)cc1	3	.	.	3	-9	2	.	2	4	5
O=c1/c(=C\c2cccc(O)c2)sc2nc(-c3ccccc3)c(-c3ccccc3)n12	0	4	-6	12	-10	0	-8	2	8	-25
COCCNC(=O)CN(CCc1ccccc1)S(=O)(=O)c1ccc(OC)cc1	1	-2	-64	0	-5	-2	3	-1	-2	20
CC(=O)Nc1ccc(C2=NN(C)C(=NCc3ccccc3)SC2)cc1	-1	1	-9	4	-1	0	4	-1	-2	3
COc1ccc(N2CC(C(=O)NCCc3ccc(OC)c(OC)c3)CC2=O)cc1 (stereo not drawn)	5	3	-4	4	-7	2	-2	-1	-10	27
NS(=O)(=O)c1ccc(CCNC(=O)CNC(=O)c2ccccc2Br)cc1	-21	-4	-25	-5	23	-3	-9	-3	1	-2
Cc1ccc(CN(c2ccc(C(=O)Nc3cccnc3)cc2)S(C)(=O)=O)cc1	12	2	10	2	1	3	2	1	-4	-1
CCn1c(C)c(CS(=O)(=O)c2ccccc2)[nH]c1=O	-1	0	-7	1	-13	1	-3	-3	1	-15
CCOC(=O)C1=C(C)NC(=O)NC1c1cn(-c2ccccc2)nc1-c1cccs1 (stereo not drawn)	9	0	19	-2	30	0	1	-4	18	6

Reprinted at random: 2 records from the list.
SMILES	Platelet DG rel	HSP90 inh	KLF5 inhibitor	DYRK1A inh	HSF-1 act	GSK3beta inhib	IEC-6 cytotox	GSK3A inh	HSF1 inh	aSyn UTR inh
Fc1ccccc1OCC1CCCN(Cc2nc(CC3CC3)no2)C1 (stereo not drawn)	-2	-9	-26	2	8	-1	-2	0	4	-22
O=C(CN1CCN(C(=O)C2CCCO2)CC1)Nc1ccc(Cl)c(Cl)c1 (stereo not drawn)	13	-1	-31	1	-12	2	-12	-1	-8	-5

(cont.)
SMILES	Platelet DG rel	HSP90 inh	KLF5 inhibitor	DYRK1A inh	HSF-1 act	GSK3beta inhib	IEC-6 cytotox	GSK3A inh	HSF1 inh	aSyn UTR inh
C=CCSC1=N/C(=C\c2ccc(C)o2)C(=O)S1	-39	-1	7	3	-38	1	-4	-2	?	7
COc1ccccc1-n1c(SCC(=O)N2CCOCC2)nc(O)c(Cc2ccccc2)c1=O	-21	11	8	-1	13	2	5	2	8	16
Cc1coc2c(C)c3oc(=O)c(CCC(=O)NCCN4CCOCC4)c(C)c3cc12	1	-3	-2	6	5	2	-5	-1	-2	22
NC(=O)CSc1nnc(COc2ccccc2)n1CCc1ccccc1	16	-2	-20	3	-16	-2	-4	-1	3	14
O=C(c1ccco1)N1CCN(Cc2cc(=O)c(OCc3ccc([N+](=O)[O-])cc3)co2)CC1	23	.	.	-14	0	2	.	-3	-7	-8
Cc1ccc(OCCC(=O)OCC(=O)Nc2ccccc2)cc1	-11	-3	-16	1	-6	3	-2	1	-3	7
COc1ccc(/C=C2\Sc3ccc(C(=O)NCCCN4CCCC4)cc3N(C)C2=O)cc1OC	37	-3	-59	-2	2	-15	0	-5	-2	-25
COc1cc(-c2c(-c3cc(OC)c(OC)c(OC)c3)noc2C)ccc1F	-3	-7	79*	.	-25	1	98*	-3	-16	46
COc1ccc(CN(C(=O)c2ccccc2Br)C2CCS(=O)(=O)C2)cc1 (stereo not drawn)	-1	1	-34	4	9	-6	-1	2	-7	-18
Cc1ccc(OCCSc2nnc(NC(=O)c3ccco3)s2)cc1	-3	1	-2	-11	-38	-1	6	-1	-23	0
Cc1cc2nccc(-c3ccc(OCCCF)cc3)n2n1	-3	0	-13	20	6	1	7	1	1	14
Cc1cc(Cl)ccc1OC(C)C(=O)Nc1ccc(S(=O)(=O)N2CCOCC2)cc1 (stereo not drawn)	-16	6	4	-10	2	7	7	1	10	-6
Cc1ccccc1-n1nc2c(c1NC(=O)c1cc3ccccc3oc1=O)CS(=O)(=O)C2	14	-2	-22	.	14	.	-5	-2	1	-5
Cc1noc(C)c1C(=O)N1CCN(S(=O)(=O)c2cccc(Cl)c2Cl)CC1	-2	-2	-20	6	0	0	2	1	-8	-4
Cn1ccnc1C(=O)c1ccc(Cl)c(S(=O)(=O)N2CCOCC2)c1	-1	14	21	15	-4	-1	-3	.	0	7
COc1cc(/C=N/S(=O)(=O)CCc2ccccc2)ccc1O	-11	-1	-9	-6	0	0	0	.	-9	3
CC(C(=O)NCC1CCCCC1)N1CCc2ccccc2C1 (stereo not drawn)	-2	3	-15	-2	2	0	5	-3	-6	11
Cc1cc(-c2csc(NC(=O)c3ccc(=O)[nH]c3)n2)c(C)n1Cc1ccccc1	1	6	-10	0	14	-2	-10	-2	2	26
Cn1c2c(c(=O)[nH]c1=O)C(c1cccc(O)c1)C1=C(N2)c2ccccc2C1=O (stereo not drawn)	.	3	2	2	.	.	2	.	.	.
CCN(c1ccc(OC)cc1)S(=O)(=O)c1nnc(NC(=O)COc2ccc(F)cc2)s1	-1	0	-3	2	-3	-1	4	-1	3	-5
Cc1ccc(S(=O)(=O)N(C)CC(=O)N2CCN(Cc3ccccc3)CC2)cc1	-19	-3	-21	4	25	4	-11	-1	-5	7
CC(C)CC(=O)Nc1cc2c3c(c1)C(C)C(=O)N3CCC2 (stereo not drawn)	-6	-3	-26	3	-3	1	0	0	-4	32
CCN1C(=O)C(=O)N(Cc2ccc(OC)c(F)c2)C1=O	11	-5	-13	-4	3	1	0	-1	-5	-23
CCN(c1ccccc1)S(=O)(=O)c1ccc(F)cc1C	.	-1	-10	1	.	.	6	-3	.	.
Cn1c(=O)c2c(nc(N3CCOCC3)n2CCCNC2=NCCC2)n(C)c1=O	6	2	-13	3	-8	7	-4	-2	-7	7
CC(C)c1nn2c(=O)cc(COc3cccc(NC(=O)c4ccco4)c3)nc2s1	-13	1	-52	2	9	4	-4	0	5	0
Cc1cc(C)nc(NC(=O)c2ccc(Br)cc2)n1	2	-1	-17	-2	-14	2	0	1	-3	-12
COc1ccccc1CNC(=O)c1ccc(OCc2c(C)noc2C)c(OC)c1	.	1	-22	10	-6	2	-3	-1	-1	14
CCOC(=O)c1c(C)n(CCO)c2ccc(O)cc12	0	-5	-25	8	-4	2	2	-4	-1	-10
O=C(NCc1ccncc1)C(=O)NCC1OCCN1S(=O)(=O)c1cc(F)ccc1F (stereo not drawn)	1	-1	-32	-14	8	1	2	0	-5	27

Taken from above:
COc1cc(/C=N/S(=O)(=O)CCc2ccccc2)ccc1O in KLF5 inhibitor reads -9
Cc1ccc(S(=O)(=O)N(C)CC(=O)N2CCN(Cc3ccccc3)CC2)cc1 in Platelet DG rel reads -19

Rewritten with two lines to a compound: 5 of the compounds above.
Results follow in this order: Platelet DG rel, HSP90 inh, KLF5 inhibitor, DYRK1A inh, HSF-1 act, GSK3beta inhib, IEC-6 cytotox, GSK3A inh, HSF1 inh, aSyn UTR inh
- CCN(c1ccc(OC)cc1)S(=O)(=O)c1nnc(NC(=O)COc2ccc(F)cc2)s1
 : -1, 0, -3, 2, -3, -1, 4, -1, 3, -5
- Cc1ccc(S(=O)(=O)N(C)CC(=O)N2CCN(Cc3ccccc3)CC2)cc1
 : -19, -3, -21, 4, 25, 4, -11, -1, -5, 7
- CC(C(=O)NCC1CCCCC1)N1CCc2ccccc2C1 (stereo not drawn)
 : -2, 3, -15, -2, 2, 0, 5, -3, -6, 11
- Cn1c(=O)c2c(nc(N3CCOCC3)n2CCCNC2=NCCC2)n(C)c1=O
 : 6, 2, -13, 3, -8, 7, -4, -2, -7, 7
- CCOC(=O)c1c(C)n(CCO)c2ccc(O)cc12
 : 0, -5, -25, 8, -4, 2, 2, -4, -1, -10

The listing continues.
SMILES	Platelet DG rel	HSP90 inh	KLF5 inhibitor	DYRK1A inh	HSF-1 act	GSK3beta inhib	IEC-6 cytotox	GSK3A inh	HSF1 inh	aSyn UTR inh
CN=C(Nc1cc(C)nn1-c1ccccc1)c1ccccc1F	2	4	7	5	13	4	2	-2	-4	6
O=C(CCl)Nc1ccc(-c2ccccc2)cc1	-2	4	-31	-9	-48	-1	-5	-1	?	-20
Cc1ccc(Cn2ccc(NC(=O)c3noc4c3CCc3ccccc3-4)n2)cc1	2	-1	-14	-2	6	2	0	0	-7	-29
O=C(COc1ccccc1)N/N=C/c1ccc2c(c1)OCO2	-9	1	-21	-1	7	1	-1	-2	0	-15
CC(C)(C)OC(=O)N1CCC[C@H]1C(=O)N/N=C/c1ccc2nccnc2c1	-3	0	-19	-2	-6	0	-2	1	-7	-26
COC(=O)c1[nH]c(C)c(/C(O)=C2\C(=O)C(=O)N(CCN3CCOCC3)C2c2cccnc2)c1C (stereo not drawn)	-8	4	2	1	1	-5	-2	-4	-6	-9
CCCCNS(=O)(=O)/C=C/c1ccccc1	2	1	1	-3	-21	1	2	-4	2	3
N/C(=N\OC(=O)Oc1ccccc1)c1ccc([N+](=O)[O-])cc1	2	-4	4	6	-17	-1	5	11	-5	0
O=C(Nc1ccccc1[N+](=O)[O-])C1COc2ccccc2O1 (stereo not drawn)	2	-7	-115	-2	42	4	-7	-1	23	-221
O=C(NC1CCCC1)C(c1ccsc1)N(C(=O)Cc1cccs1)c1cccc(F)c1 (stereo not drawn)	9	-1	-16	2	-3	3	-7	-1	-1	3
CCOC(=O)CN(C(=O)CSc1nnc(CNc2ccc(F)cc2)n1C)c1ccccc1	-27	2	-6	1	26	1	0	-23	-3	5
CCOc1ccccc1NC(=O)NCc1ccc2c(c1)OCO2	3	1	-15	1	4	0	1	2	-1	4
CCN(Cc1ccccc1)c1ccc(/C=N/N=C(N)N)cc1	-1	-1	-30	1	-10	-8	0	8	-2	94*

Only part of the results is shown, so the mix of outcomes need not match the whole.
